Bioassay records deposited in PubChem BioAssay by National Center for Advancing Translational Sciences (NCATS).
Pf growth 48h: P. falciparum growth inhibition at 48 hours (one generation) | hit rate 5.9% among 310,000 | P. falciparum luciferase growth in erythrocytes, 48 h | Potency, µM (titrated, usually from 28.7 µM), for inactives: at the top dose activity change, negative = inhibition, actives largely listed as inhibitors; note: potency is the fitted concentration of half-maximal effect; % is set by controls: 0 for no effect and ±100 for the full control effect
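In quantitative HTS format, infected erythrocytes bearing luciferase-reporter parasites were treated for a single generation at 37 C. Luminescence after adding detection reagent served as the growth measure.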
TbPYK inhibitor: inhibitors of Trypanosoma brucei pyruvate kinase; hit rate 0.12% among 410,000; TbPYK enzyme, Kinase-Glo Plus ATP luminescence, 45 min; Potency, µM (series often up to 76.8 µM), without a hit: top-dose activity, negative = inhibition, usual class: inhibitors; note: potency is the fitted concentration of half-maximal effect; % is set by controls: 0 for no effect and ±100 for the full control effect; nearly all actives have a fitted effect of over 50% in size
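Luminescent Kinase-Glo Plus end-point after 45 min room-temperature reaction of T. brucei pyruvate kinase started with 130 uM ADP (final). Buffer TEA 50 mM pH 7.2 with KCl, MgCl2, BSA, Tween-20; titration-based qHTS with fitted concentration-effect curves.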
AmpC inh no detg: blocks E. coli AmpC beta-lactamase in detergent-free assay. P00811. AmpC nitrocefin hydrolysis, absorbance 480 nm, 0.0001% Triton. Potency, µM (doses to about 57.1 µM), without a hit: at the highest dose activity change, negative = inhibition, most hits filed as inhibitors. hit rate 0.52% among 330,000;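 note: potency is the fitted concentration of half-maximal effect; plate controls were no compound for no effect and no enzyme for full effect; nearly all actives have a fitted effect of over 20% in size; some results filed as inactive show a strong effect at the top dose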
Target sequence (P00811 whole entry, looked up): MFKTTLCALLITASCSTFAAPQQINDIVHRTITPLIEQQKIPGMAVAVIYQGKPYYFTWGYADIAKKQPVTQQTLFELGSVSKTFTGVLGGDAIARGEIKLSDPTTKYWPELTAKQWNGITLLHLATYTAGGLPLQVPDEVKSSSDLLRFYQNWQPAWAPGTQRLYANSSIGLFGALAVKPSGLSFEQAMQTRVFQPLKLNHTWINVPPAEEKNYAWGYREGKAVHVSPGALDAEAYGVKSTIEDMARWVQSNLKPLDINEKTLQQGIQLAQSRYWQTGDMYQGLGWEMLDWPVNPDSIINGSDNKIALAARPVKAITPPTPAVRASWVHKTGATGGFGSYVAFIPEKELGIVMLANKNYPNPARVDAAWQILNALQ
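20 mM phosphate pH 7.0 + 0.01% (detergent screen) or 0.0001% Triton X-100; 5.3 nM AmpC reagent; cpd preinc 15 min RT; nitrocefin (800 uM stock) to start; A480 q20 s × 4 min; Activity was normalised to no-enzyme and no-compound control wells.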
Cycloheximide cs: counter-screen for Shiga toxin inhibitors: cycloheximide protein synthesis inhibition. cell reporter, cycloheximide protein synthesis inhibition counterscreen. max response, %. hit rate 12% among 300,000. AID 2314; in the data active = max response mostly above about 13%, no sharp cut-off; inactive = mostly below about 14%; note: read at 38.3 µM for the half of the compounds with a filed dose; 0% is about no effect
LmPK inhibitor: LmPK (Leishmania mexicana) enzyme inhibition; Potency, µM (doses to about 57.5 µM), inactives show at the highest dose activity change, negative = inhibition, most hits filed as inhibitors; purified LmPK, Kinase-Glo ATP luminescence, 1 h; hit rate 0.37% among 290,000; Q27686; AID 1721; note: potency is the fitted concentration of half-maximal effect; % is set by controls: 0 for no effect and ±100 for the full control effect
Target sequence (Q27686 whole entry, looked up): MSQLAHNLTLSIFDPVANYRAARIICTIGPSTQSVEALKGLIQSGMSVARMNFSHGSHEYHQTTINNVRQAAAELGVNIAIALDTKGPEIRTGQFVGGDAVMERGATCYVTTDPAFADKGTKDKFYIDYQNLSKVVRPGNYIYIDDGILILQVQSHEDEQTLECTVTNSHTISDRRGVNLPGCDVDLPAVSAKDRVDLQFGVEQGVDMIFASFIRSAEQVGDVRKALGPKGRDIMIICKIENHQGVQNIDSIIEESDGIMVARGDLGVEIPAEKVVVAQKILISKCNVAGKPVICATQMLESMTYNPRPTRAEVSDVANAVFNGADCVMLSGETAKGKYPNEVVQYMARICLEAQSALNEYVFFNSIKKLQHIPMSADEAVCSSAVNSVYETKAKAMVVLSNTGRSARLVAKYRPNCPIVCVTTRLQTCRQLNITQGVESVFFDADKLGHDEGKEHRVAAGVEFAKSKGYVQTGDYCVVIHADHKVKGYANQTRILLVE
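In 50 mM imidazole pH 7.2 with 7 mM MgCl2, LmPK (0.1 nM) turned over PEP (0.5 mM) and ADP (0.1 mM) for 1 h at room temperature. Luciferase read-out of ATP.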
Pf growth 96h: P. falciparum growth inhibition at 96 hour, primary screen for plastid delayed-death inhibitors; P. falciparum luciferase reporter growth, 96 h; AID 504834; Potency, µM (series often up to 28.7 µM), inactives show top-dose activity change, negative = inhibition, usual class: inhibitors; hit rate 6.9% among 320,000; note: potency is the fitted concentration of half-maximal effect; % is set by controls: 0 for no effect and ±100 for the full control effect
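Plates of compound plus infected erythrocytes (2% hematocrit, 0.05% parasitemia final) incubate 96 hours, 37 C, 5% CO2. Detection reagent added; reduced luminescence from the parasites' luciferase reporter flags inhibition.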
Shiga inhibitor: blocks Shiga toxin action in Vero cells; Vero cells, Shiga toxin protein synthesis inhibition reporter; inhibition, % at 38.7 µM; hit rate 9.2% among 290,000; AID 2315; in the data active = inhibition mostly above about 28%, no sharp cut-off; inactive = mostly below about 43%; note: 0% is about no effect
Active calls of the source: *; ? = inconclusive; / = not tested or not shown; & = joins results of further samples; [ ] = remark or other dose. Unless noted, calls come from the whole dose curve; as a rule, active = well fitted curve in the direction sought with a large enough effect; inconclusive = small, poorly fitted or top-dose-only effect, or another doubt; inactive = no such curve, though single readings can be large; an effect the other way counts as inactive or inconclusive.

SMILES	Pf growth 48h	TbPYK inhibitor	AmpC inh no detg	Cycloheximide cs	LmPK inhibitor	Pf growth 96h	Shiga inhibitor
COc1ccc(CN2CCN(c3nc4ccccc4s3)CC2)cc1	48.2%[activator]	-1.5%	-2.6%	15.7	-4.8%	38.4%[activator]	20.7
COc1ccc(CNC(=O)C2=CC(c3ccc(OC)c(OC)c3)=NS(=O)(=O)N2C)cc1	-0.4%	-0.8%&-9.0%	75.4%[activator]	0.6	0.0%	40.5%[activator]	1.9
CCN1CCn2c3c(c4cc(Cl)ccc42)CCCC31 (stereo not drawn)	?	2.6%	71.0%[activator]	0.4	-1.3%	1.5%	-12.6
C/C(=N\Nc1nc(C)cc(C)n1)c1ccc(C)o1	-47.0%	-2.4%	-6.1%	20.7*	0.7%	?	28.8
COc1cccc(C(C)NC(=S)NCc2ccc(Cl)cc2)c1 (stereo not drawn)	-7.6%	-1.0%	-31.5%	-4.8	0.9%	?	18.4
Cc1nc2ccc(NC(=O)c3cccs3)cc2s1	-18.2%	-5.3%	-14.0%	45.2*	-1.0%	-10.5%	98.1*
CCOc1ccc(NCC2CCOC(C)(C)C2)cc1 (stereo not drawn)	20.8%	-4.5%	-7.2%	1.1	1.8%	-10.5%	18.6
O=S(=O)(c1ccc(SCCO)nc1)N1CCOCC1	-4.4%	0.0%	-13.7%	/	/	-37.5%	/
Cc1ccccc1NC(=O)Cn1nc(-c2ccc(Cl)s2)ccc1=O	18.3%	1.9%	29.5%	0.4	4.4%	40.3%[activator]	12.9
CSc1nnc(SCC(=O)N(C)c2c(N)n(Cc3ccccc3)c(=O)[nH]c2=O)s1	-17.5%	-7.5%	-2.7%	/	/	-3.4%	/
CCOC(=O)N1CCN(c2nc(-c3ccc(Cl)cc3)cs2)CC1	14.8%	-3.6%	-1.2%	35.5*	3.4%	?	46.1*
Cc1ccc(-n2ncc3c2CC(C)(C)CC3NC(=O)CN2CCCC2=O)cc1 (stereo not drawn)	4.0%	-0.5%	59.3%	-1.3	1.8%	?	-10.5
CC(C(=O)Nc1ncccn1)(c1ccccc1)c1ccccc1	-15.4%	0.6%	-0.5%	1.0	1.1%	?	2.4
Cc1cc(NC(=O)CSc2nc(-c3ccc(F)cc3)cs2)no1	-9.8%	-5.2%	-29.9%	-2.1	-0.7%	/	-8.2
Cc1cc(=O)[nH]c2c3ccccc3nn12	9.5%	1.1%	-15.4%	16.2	0.9%	12.8%	9.2
O=C(Nc1cc(=O)[nH]c2nc(-c3ccc(Cl)cc3)nn12)c1ccccc1	0.586µM*	-5.4%	-29.2%	-1.5	-4.4%	0.329µM*	-10.0
O=C(CN1C(=O)c2ccccc2C1=O)NCC1CCCO1 (stereo not drawn)	12.3%	0.2%	-9.2%	-5.0	1.0%	?	-28.4
CCOC(=O)c1ccc[n+](CC(=O)Nc2ccccc2OC(F)F)c1	0.0%	-9.5%	-13.3%	-4.0	10.3%	22.8%	-13.3
CCC(C)CCCCNC1=NCCS1 (stereo not drawn)	?	2.3%	-4.9%	3.8	3.2%	?	11.2
Cc1ccc(/C=C/C(=O)Nc2nn[nH]n2)o1	12.9%	?	-7.5%	-2.7	3.2%	?	-8.4
COCCNC(=O)/C(C#N)=C/C=C/c1ccccc1[N+](=O)[O-]	-17.5%	-9.5%	-7.6%	17.3*	5.1%	?	20.5
O=C(CN1CCCCC1)c1ccc2c(c1)OCO2	18.6%	1.3%	0.3%	1.0	-4.4%	15.0%	29.6
Cc1ccccc1C(=O)Nc1cccc(-c2ccc(N3CCOCC3)nn2)c1	67.6%[activator]	-0.2%	?	/	/	51.6%[activator]	/
CCOC(=O)c1cccnc1SCC(=O)N(CC)c1cccc(C)c1	/	5.2%&7.0%	47.1%	-6.8	6.4%	11.7µM*	-10.5
O=C(NC1CCCCCC1)C(=O)NC1CC1	35.6%[activator]	-1.6%	-4.4%	9.2	-1.5%	-16.9%	9.5
COc1cc(CCCN2C(=S)NC[C@@H]2CCCCN)cc(OC)c1OC	40.0%[activator]	2.4%	0.0%	-3.5	5.2%	14.3%	-7.1
Cn1nc(-c2ccccc2)cc1NC(=O)c1ccc(Cl)cc1	1.3%	-2.4%	0.6%	/	/	62.5%[activator]	/
COc1ccc2nc(NC(=O)C34CC5CC(CC(NC(C)=O)(C5)C3)C4)sc2c1	38.3%[activator]	-1.7%	76.8%[activator]	49.0*	-7.4%	56.8%[activator]	44.8*
CCNC(=S)NNC(=O)CC(C)C	5.5%	-3.3%	-0.5%	-1.6	-0.5%	-3.6%	-10.0
CCOC(=O)c1ccc(N/C=C/C(=O)C(C)(C)C)cc1	59.5%[activator]	-15.1%	-22.6%	50.5*	3.3%	23.3%	90.1*
CC(C)(C)NC(=O)CSc1nncn1NCc1ccccc1	-1.1%	1.2%	-14.2%	-1.1	-0.7%	/	-4.5
CCOc1ccc(S(=O)(=O)Nc2cccc(C(=O)N(C)CC(=O)Nc3cccc(OC)c3)c2)cc1	-12.3%	0.6%	-29.8%	/	/	8.9%	/
Nc1cc(Cl)ccc1C(=O)OCC(=O)NC1CCS(=O)(=O)C1 (stereo not drawn)	21.7%	2.8%	-12.2%	-5.2	4.4%	41.7%[activator]	-16.0
CN(C)c1ccnc(Oc2ccc(C(C)(C)C)cc2)c1C#N	?	0.9%	?	37.4*	-0.3%	?	72.6*
Cc1ccc(SCc2c(C(=O)N/N=C/c3cccnc3)nnn2-c2nonc2N)cc1	9.3%	0.3%	-11.0%	2.0	0.1%	-6.3%	-5.0
CC(C)NC(=O)C1CCN(C2CCN(C(=O)Cc3ccc4c(c3)OCO4)CC2)CC1	29.3%	1.3%	1.3%	-1.9	-3.5%	7.0%	11.5
CN(C(=O)COC(=O)c1ccc(Cl)cc1N)C1CCCCC1	-7.6%	-1.0%	-14.3%	20.8*	-0.1%	20.9%	12.5
CN(CC(=O)Nc1ccccc1Br)C(=O)c1cc([N+](=O)[O-])ccc1N1CCOCC1	-8.3%	2.5%	-2.8%	/	/	15.1%	/
O=C(O)CCCCn1c(SCc2cc(=O)n3cc(Cl)ccc3n2)nc2ccsc2c1=O	?	-2.1%	-41.2%	-5.5	3.3%	?	-12.8
O=C(CN(C1CCCCC1)S(=O)(=O)c1ccc(Br)cc1)NCc1cccnc1	-28.8%	2.4%	42.9%	-3.8	-2.7%	28.7%	-7.4
CC(C)CC1NC(=O)N(Cc2cc(=O)n3ccsc3n2)C1=O (stereo not drawn)	-7.8%	1.3%	-8.5%	-8.5	0.7%	?	-19.6
O=C(CCc1c[nH]c2ccccc12)NC(Cc1c[nH]c2ccccc12)C(=O)O (stereo not drawn)	20.8%	2.1%	-9.2%	-5.3	-1.5%	19.2%	17.1
O=C(c1cc(Br)ccc1Cl)N1CCN(c2ccc(N3CCOCC3)nn2)CC1	-15.6%	1.8%	-2.2%	/	/	?	/
CC12CCC(C(=O)N3CCOCC3)([C@H](Br)C1=O)C2(C)C (stereo partly drawn)	9.9%	-3.9%	1.9%	-2.3	-8.4%	12.2%	-9.7
Cc1cc(C)nc(SCC(=O)c2c(N)n(C)c(=O)n(C)c2=O)n1	25.0%	-2.7%	-2.3%	-3.3	-3.2%	/	-12.8
Nc1nc2ccc(O)cc2s1	1.7%	1.9%	-18.0%	5.0	-3.2%	10.4µM*	9.5
CCOc1ccc(C2c3cc(OC)c(OC)cc3CC(=O)N2c2ccccc2)cc1 (stereo not drawn)	?	-4.8%	117.0%[activator]	-2.2	-7.2%	?	2.6
COc1ccc(/C(O)=C/C(=O)C(=O)Nc2c(C)n(C)n(-c3ccccc3)c2=O)cc1	25.9%	-5.0%	110.9%[activator]	-3.1	-4.2%	7.38µM*	-8.9
COc1cc(OC)cc(-c2c(C#Cc3ccsc3)c3cc(Br)ccc3n2C)c1	?	0.3%	-21.6%	/	/	?	/
Cc1cccc(N2CCN(S(=O)(=O)c3ccc4c(c3)CC(=O)N4C)CC2)c1C	9.28µM*	-2.8%&1.5%	70.8%[activator]	-3.6	8.4%	?	-4.0
CC(C)CN(C(=O)COC(=O)/C=C/c1cccs1)c1c(N)n(Cc2ccccc2)c(=O)[nH]c1=O	?	4.5%	-40.0%	/	/	?	/
CC1=Nc2ccccc2/C1=C\c1nc(-c2ccc(C(F)(F)F)cc2)oc1O	18.1%	3.2%	-6.2%	-3.3	-1.2%	153.8%[activator]	-5.0
Fc1ccc(CNc2ncccn2)cc1	18.4%	-0.1%	-13.9%	7.4	-1.0%	-21.1%	20.0
Cc1ccc(NC(=S)NNC(=O)c2ccc(N3CCOCC3)c([N+](=O)[O-])c2)cc1C	4.0%	-10.9%	-34.8%	-3.4	0.9%	?	11.0
O=C(NCCc1ccc(F)cc1)c1ccc(NS(=O)(=O)c2ccc3[nH]c(=O)[nH]c3c2)cc1	-6.1%	-14.7%	-38.2%	/	/	?	/
c1ccc(CNc2ncnc3c2cnn3Cc2ccccc2)cc1	?	0.7%	-3.4%	-3.3	7.0%	?	-5.2

Among those listed so far, these have an NH in an aromatic ring:
SMILES	Pf growth 48h	TbPYK inhibitor	AmpC inh no detg	Cycloheximide cs	LmPK inhibitor	Pf growth 96h	Shiga inhibitor
CSc1nnc(SCC(=O)N(C)c2c(N)n(Cc3ccccc3)c(=O)[nH]c2=O)s1	-17.5%	-7.5%	-2.7%	/	/	-3.4%	/
Cc1cc(=O)[nH]c2c3ccccc3nn12	9.5%	1.1%	-15.4%	16.2	0.9%	12.8%	9.2
O=C(Nc1cc(=O)[nH]c2nc(-c3ccc(Cl)cc3)nn12)c1ccccc1	0.586µM*	-5.4%	-29.2%	-1.5	-4.4%	0.329µM*	-10.0
Cc1ccc(/C=C/C(=O)Nc2nn[nH]n2)o1	12.9%	?	-7.5%	-2.7	3.2%	?	-8.4
O=C(CCc1c[nH]c2ccccc12)NC(Cc1c[nH]c2ccccc12)C(=O)O (stereo not drawn)	20.8%	2.1%	-9.2%	-5.3	-1.5%	19.2%	17.1
CC(C)CN(C(=O)COC(=O)/C=C/c1cccs1)c1c(N)n(Cc2ccccc2)c(=O)[nH]c1=O	?	4.5%	-40.0%	/	/	?	/
O=C(NCCc1ccc(F)cc1)c1ccc(NS(=O)(=O)c2ccc3[nH]c(=O)[nH]c3c2)cc1	-6.1%	-14.7%	-38.2%	/	/	?	/
